Screens: PubChem, Broad Institute
SIRT5 inh: blocks human SIRT5 desuccinylation of peptide; Q9NXA8; Purified SirT5, succinyl-peptide AMC, trypsin-coupled fluorescence; inhibition, % at 15 µM; actives 1.1% (n = 330,000); in the data active means inhibition above about 15%; inconclusive means no clear call, values can overlap the other calls
Target sequence (Q9NXA8 whole entry, looked up): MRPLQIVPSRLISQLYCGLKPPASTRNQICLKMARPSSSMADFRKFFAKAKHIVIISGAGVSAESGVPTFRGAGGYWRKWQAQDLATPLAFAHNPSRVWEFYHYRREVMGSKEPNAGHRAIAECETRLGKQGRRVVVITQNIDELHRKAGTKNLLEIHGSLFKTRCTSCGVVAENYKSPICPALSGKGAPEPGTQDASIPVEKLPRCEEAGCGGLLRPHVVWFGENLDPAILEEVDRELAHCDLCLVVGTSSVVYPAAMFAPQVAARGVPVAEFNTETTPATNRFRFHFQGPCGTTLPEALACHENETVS
LGR2 antag: blocks bursicon-induced cAMP signaling via Drosophila LGR2. AID 720647. actives 0.35% (n = 380,000). inhibition, % at 9.99 µM. HEK293 LGR2, CRE-luciferase, bursicon-stimulated, 4 h;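 active means drop in luminescence signal, shown as inhibition above about 50% in the replicate tests, limit read from the data, passing the limit was not always enough; inconclusive means probably only some replicates passing the limit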;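 further: agonist challenge used bursicon conditioned medium at about half maximal strength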
Casp6 inh: inhibitors of human caspase-6 | purified caspase-6, Z-VEID-R110 cleavage fluorescence | P55212 | actives 0.53% (n = 350,000) | inhibition, % at 12.5 µM;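 active means mean inhibition across replicates at least about 35%, with every replicate also reaching that limit, limit read from the data; inconclusive means only one of the two criteria met; inactive means neither criterion met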;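 further: 0% = median of neutral control wells and 100% = no fluorescence left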
Target sequence (P55212 24-179 limits assumed): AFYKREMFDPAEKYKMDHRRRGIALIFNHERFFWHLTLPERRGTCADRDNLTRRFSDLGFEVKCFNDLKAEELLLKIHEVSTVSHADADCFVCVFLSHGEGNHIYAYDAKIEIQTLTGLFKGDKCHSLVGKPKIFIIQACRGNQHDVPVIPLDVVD
Target sequence (P55212 194-293 limits assumed): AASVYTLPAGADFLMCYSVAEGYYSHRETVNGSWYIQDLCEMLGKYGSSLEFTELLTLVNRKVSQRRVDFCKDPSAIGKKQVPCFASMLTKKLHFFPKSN
EWS-Fli inh: inhibitors of EWS/Fli oncoprotein transcriptional activity; inhibition, % at 12.6 µM; A673 NR0B1-luciferase reporter, viability-normalised; actives 0.67% (n = 350,000);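 active means mean inhibition of at least 50% after viability correction, with every replicate also passing that limit; inconclusive means mean reaches 50% but only one of two replicates passes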;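 further: firefly luciferase signal divided by Alamar Blue viability fluorescence both relative to DMSO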
PAX8 reporter: lowers PAX8-driven luciferase in RMG-I cells; RMG-I TPO-luciferase reporter, SteadyGlo, 24 h; inhibition, % at 12.6 µM; actives 1.2% (n = 360,000); AID 652154;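 active means mean replicate inhibition at least 60% with every replicate also reaching 60%; inconclusive means only one of the two criteria is met; inactive means mean below 60% and not all replicates reaching 60%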;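 further: luciferase light reporting Pax8 driven TPO promoter activity; plate controls were median of neutral control wells for no effect and mitoxantrone controls for full effect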
ARNT-TACC3 inh: disruptors of human ARNT/TACC3 interaction; Q9Y6A5; AlphaScreen His-ARNT PAS-B/GST-TACC3 binding, luminescence; TACC3 fragment carries E629A point mutation; inhibition, % at 9.99 µM; actives 0.66% (n = 390,000); AID 623870;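 active means mean inhibition of replicates at least 50% and at least half of replicates each reaching 50%; inconclusive means half or more replicates reach 50% but mean below 50%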;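 further: 0% = complete ARNT plus TACC3 wells and 100% = ARNT alone without TACC3; many hits fall short of the cut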
DENV2 CPE rescue: protects cells from dengue virus 2 cytopathic effect | AID 651640 | CPE inhibition, % at 9.99 µM | DENV2-infected cells, cytopathic effect rescue, plate reader | actives 1.7% (n = 350,000); in the data active means CPE inhibition above about 20%, passing the limit was not always enough; inconclusive means no clear call, values can overlap the other calls; tested in BHK-21 cells;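 further: 0% = median of neutral control wells and 100% = median of positive control wells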
* = called active by the depositor; ? = inconclusive; . = not tested or not shown; & = joins results of further samples.

item	SMILES	ARNT-TACC3 inh	LGR2 antag	SIRT5 inh	DENV2 CPE rescue
1	Cc1ccccc1-c1cnc2c(c1)C(=O)N([C@H](C)CO)C[C@@H](C)[C@H](CN(C)C(=O)CN(C)C)O2	-5	-1	-4	8
2	COc1ccccc1C(=O)COC(=O)CNS(=O)(=O)c1ccc(C)cc1	-3	14	-1	-3
3	O=C(c1cc([N+](=O)[O-])ccc1Cl)N1CCN(Cc2ccccc2)CC1	13	4	-1	1
4	CN(C)C(=O)Nc1ccccc1CC[N+](=O)[O-]	8	-27	0	.
5	Cc1ccc(CN(CC(=O)NCCc2ccccc2)C(=O)c2csnn2)cc1	0	0	-4	-5
6	CNC[C@@H]1Oc2c(NC(=O)c3ccc(-c4nccs4)cc3)cccc2C(=O)N([C@@H](C)CO)C[C@@H]1C	3	9	0	-7
7	O=C(NCc1ccco1)c1cc(Cl)nc(Cl)c1	5	8	1	6
8	CCN1/C(=C/c2cc[n+](C)cc2)C=Cc2cc(C)ccc21	29	24	.	.
9	COc1ccc(N(CC(=O)N/N=C/c2ccc(F)cc2)S(=O)(=O)c2ccccc2)cc1	3	-1	-4	-1
10	CN(C)C(=O)C[C@@H]1C[C@@H]2c3cc(NC(=O)C4CCOCC4)ccc3O[C@@H]2[C@H](CO)O1	-5	15	1	-6

item	EWS-Fli inh	Casp6 inh	PAX8 reporter
1	-6	-1	.
2	4	1	0
3	2	-1	11
4	10	1	11
5	-7	.	17
6	3	1	17
7	4	4	-14
8	.	.	59
9	-3	3	8
10	-6	-1	12

(cont.)
item	SMILES	ARNT-TACC3 inh	LGR2 antag	SIRT5 inh	DENV2 CPE rescue
11	O=C(NC(Cc1c[nH]c2ccccc12)C(=O)N/N=C/c1cccnc1)c1cccs1 (stereo not given)	4	-6	-1	-3
12	Cc1ccccc1-c1ccc([C@@H]2[C@H](CO)N3CCCCN(C(=O)CN4CCOCC4)C[C@@H]23)cc1	4	-1	-3	-9
13	COc1ccc(NC(=O)NCCCCc2ccccc2)cc1	-3	-11	0	?
14	COc1ccc(OCCOc2ccc(S(=O)(=O)N3CCCC3)cc2C(N)=O)cc1	-3	-1	-3	-9
15	Cc1ccc2c(CN3CCN(S(=O)(=O)c4ccc(Cl)cc4)CC3)cc(=O)oc2c1C	-4	-13	-2	-2
16	Cc1ccc(S(=O)(=O)N2CCC(C(=O)OCC(=O)NC(C)c3ccc(F)cc3)CC2)cc1C (stereo not given)	-8	3	-5	-4
17	Cn1c(N)c(C(=O)COC(=O)/C=C/c2cccc(C(F)(F)F)c2)c(=O)n(C)c1=O	1	-6	-1	5
18	C=CC[C@@H](CC(=O)N[C@H](CO)Cc1ccccc1)C(=O)NC[C@@H](OC(=O)[C@@H](CC=C)Cc1ccc(F)cc1)c1ccccc1	-1	-4	3	5
19	C/C=C/c1ccc([C@H]2[C@@H](CO)N(Cc3ccccn3)[C@@H]2CNC(C)=O)cc1	30*	-7	9	-10
20	COc1ccccc1CNC(=O)C[C@H]1CC[C@H]2[C@@H](COc3ccc(NC(C)=O)cc3C(=O)N2C)O1	-2	3	.	0

item	EWS-Fli inh	Casp6 inh	PAX8 reporter
11	-37	2	26
12	-5	0	-10
13	-13	-3	-12
14	5	-1	15
15	24	-1	-5
16	6	-1	-4
17	2	-3	0
18	-3	-3	20
19	1	-1	15
20	-1	.	-2

Other records
item	SMILES	ARNT-TACC3 inh	LGR2 antag	SIRT5 inh	DENV2 CPE rescue
21	C[C@@H]1CN([C@H](C)CO)C(=O)c2cccc(NS(=O)(=O)c3ccc(Cl)cc3)c2O[C@H]1CN(C)C(=O)Nc1ccc(C(F)(F)F)cc1	-3	-12	1	-4
22	CCNc1nc(NC(C)C)nc(N(C#N)CC(=O)OC)n1	-2	10	-2	.
23	O=C(OCc1ccccc1)N1CCC2CC1c1cc(N3CCN(C(=S)NCCc4ccccc4)CC3)ccc12 (stereo not given)	.	-23	2	0
24	CSc1ccc(S(=O)(=O)NCC(=O)OCC(=O)N(Cc2ccccc2)C(C)C)cc1[N+](=O)[O-]	6	-9	4	-6
25	Cc1[nH]c2ccccc2c1/C=N/NC(=O)c1ccccc1	12	-31	4	-3
26	CCNC(=O)C[C@@H]1C=C[C@H](NC(=O)C2CCC2)[C@@H](CO)O1	-3	-15	2	3
27	COc1ccccc1C(=O)NCCC(=O)NC1CCCCC1C (stereo not given)	-1	6	-5	1
28	Cn1cc(CN2CCCC(C(=O)Nc3ccc(-c4cccc(F)c4)cc3)C2)cn1 (stereo not given)	3	7	2	-1
29	O=S(=O)(NC1CC1)c1ccc(Cl)cc1	2	4	-1	-4
30	Cc1ccc(Nc2cc(C)nc3ncnn23)c(Cl)c1	4	1	.	-3

item	EWS-Fli inh	Casp6 inh	PAX8 reporter
21	2	0	.
22	19	-2	22
23	-26	-2	10
24	-1	-2	-6
25	-1	-3	-1
26	-2	-1	.
27	3	4	-6
28	0	-25	-8
29	7	-3	9
30	5	1	15

Following part
item	SMILES	ARNT-TACC3 inh	LGR2 antag	SIRT5 inh	DENV2 CPE rescue
31	CC(C)(C)c1ccc(OCCC(=O)Nc2cccc(S(=O)(=O)N3CCCCC3)c2)cc1	-2	.	-7	0
32	O=C(Cc1cccs1)N=Nc1c(O)[nH]c2ccccc12	3	-1	0	-5
33	CCC(C)(C)C1CCC2(CC1)NC(=O)N(CC(=O)N(C)CC(=O)Nc1ccccc1C(F)(F)F)C2=O (stereo not given)	-6	9	1	-5
34	C[C@H]1CN([C@@H](C)CO)C(=O)Cc2cc(NC(=O)NC3CCCCC3)ccc2O[C@@H]1CN(C)Cc1ccc(Cl)c(Cl)c1	-42	-3	2	19
35	CCCS(=O)(=O)NC(=O)C1(C)CCCN(C(=O)c2ccc(C(F)(F)F)nc2C)C1 (stereo not given)	.	-9	.	0
36	COc1ccccc1C#Cc1ccc([C@@H]2[C@H](CO)N3CCCCN(C(=O)C4CCC4)C[C@@H]23)cc1	11	31	2	-22
37	COC(=O)COc1ccc(/C=N/NC(=O)c2ccc(N(Cc3ccccc3)S(C)(=O)=O)cc2)cc1	4	21	4	?
38	CN/C(=C\[N+](=O)[O-])NCCSCc1csc(CN(C)C)n1	-2	-3	5	0
39	O=Cc1c(Cl)nc2ccccn12	-30	-22	0	-1
40	CC(C)NC(=O)Nc1ccc2c(c1)C(=O)N([C@H](C)CO)C[C@@H](C)[C@@H](CN(C)C(=O)Nc1ccccc1)O2	.	-6	.	9

item	EWS-Fli inh	Casp6 inh	PAX8 reporter
31	8	2	44
32	-33	0	-62
33	1	2	0
34	-3	4	-24
35	2	-6	3
36	15	-1	-4
37	36	2	62*
38	-7	.	-9
39	3	-7	5
40	-2	.	-22

Later entries.
item	SMILES	ARNT-TACC3 inh	LGR2 antag	SIRT5 inh	DENV2 CPE rescue
41	COC(=O)/C=C1/S/C(=N/NC(=O)c2ccccc2OC)NC1=O	6	-14	2	3
42	Cc1cc(Cl)ccc1C(O)c1ncc(-c2cccc(C(F)(F)F)c2)[nH]1 (stereo not given)	.	-1	5	-14
43	COc1ccc(S(=O)(=O)Cc2ccc(C(=O)N3CCN(c4cc(C)ccc4C)CC3)o2)cc1	2	5	8	-4
44	CNC[C@H]1Oc2ccc(NC(=O)Nc3ccccc3)cc2CC(=O)N([C@H](C)CO)C[C@H]1C	-8&0	-23&6	-5	-5&-9
45	C[C@@H]1CN([C@@H](C)CO)S(=O)(=O)c2ccc(-c3ccccc3F)cc2O[C@@H]1CN(C)Cc1ccncc1	4	5	0	13
46	CC(=O)N1CCCC(C(=O)c2ccc3c4c(cccc24)CC3)C1 (stereo not given)	3	6	.	.
47	Cc1cccc2cc(C(c3nnnn3Cc3ccccc3)N3CCCc4ccccc43)c(=O)[nH]c12 (stereo not given)	7	-8	0	.
48	CN1CCN(c2cc3c(cc2F)c(=O)c(C(=O)O)cn3CCF)CC1	.	6	-4	2
49	CC(C)(C)c1ccc(S(=O)(=O)N2CCCCC2)cc1	3	17	.	.
50	O=C(C[C@@H]1C[C@H]2c3cc(NC(=O)Nc4ccccc4)ccc3O[C@H]2[C@@H](CO)O1)NC1CCCC1	9	1	1	0

item	EWS-Fli inh	Casp6 inh	PAX8 reporter
41	2	2	10
42	-2	7	1
43	1	3	-7
44	-6&0	-1&-3	16
45	-6	2	.
46	.	.	5
47	.	4	.
48	3	1	-1
49	.	.	-3
50	-1	4	-20

Five compounds picked at random from those above, as already listed:
item	SMILES	ARNT-TACC3 inh	LGR2 antag	SIRT5 inh	DENV2 CPE rescue
49	CC(C)(C)c1ccc(S(=O)(=O)N2CCCCC2)cc1	3	17	.	.
41	COC(=O)/C=C1/S/C(=N/NC(=O)c2ccccc2OC)NC1=O	6	-14	2	3
48	CN1CCN(c2cc3c(cc2F)c(=O)c(C(=O)O)cn3CCF)CC1	.	6	-4	2
50	O=C(C[C@@H]1C[C@H]2c3cc(NC(=O)Nc4ccccc4)ccc3O[C@H]2[C@@H](CO)O1)NC1CCCC1	9	1	1	0
44	CNC[C@H]1Oc2ccc(NC(=O)Nc3ccccc3)cc2CC(=O)N([C@H](C)CO)C[C@H]1C	-8&0	-23&6	-5	-5&-9

item	EWS-Fli inh	Casp6 inh	PAX8 reporter
49	.	.	-3
41	2	2	10
48	3	1	-1
50	-1	4	-20
44	-6&0	-1&-3	16

Further results follow:
item	SMILES	ARNT-TACC3 inh	LGR2 antag	SIRT5 inh	DENV2 CPE rescue
51	COc1ccc(NC(=O)c2cc(S(=O)(=O)NCC3COc4ccccc4O3)ccc2F)cc1 (stereo not given)	-15	-16	.	.
52	C[C@H]1CN([C@@H](C)CO)C(=O)c2cccc(NS(=O)(=O)c3ccccc3)c2O[C@@H]1CN(C)Cc1ccc(Cl)c(Cl)c1	-3	.	-3	85*
53	CS(=O)(=O)c1ccc2nc(NC(=O)c3ccccc3)sc2c1	-2	8	-3	9
54	O=[N+]([O-])c1ccc(Cl)c(S(=O)(=O)Nc2cccc(-c3ccc(N4CCOCC4)nn3)c2)c1	3	-45	-1	6
55	Cc1ccccc1N1C(S)=C(C#N)C(=O)NC1c1ccco1 (stereo not given)	10	7	4	2
56	CC(=O)c1ccc(NC(=O)C2CCCN(C(=O)c3ccc(Cl)cc3)C2)cc1 (stereo not given)	5	-5	-4	3
57	CCN(CC)S(=O)(=O)c1ccc(C(=O)N(c2ccccc2)C2C=CS(=O)(=O)C2)cc1 (stereo not given)	0	25	2	-3
58	C[C@@H]1CN([C@H](C)CO)C(=O)Cc2cc(NC(=O)Nc3ccc4c(c3)OCO4)ccc2O[C@H]1CN(C)Cc1ccncc1	-1	-1	-7	2
59	COc1cc(NC(=O)COC(=O)c2cc(S(=O)(=O)N3CCCCC3)ccc2Cl)c(C)cc1[N+](=O)[O-]	-3	-8	.	.

item	EWS-Fli inh	Casp6 inh	PAX8 reporter
51	.	.	3
52	-4	0	-12
53	-8	-2	-55
54	-33	5	-101
55	1	14	7
56	-8	3	-43
57	-10	6	-1
58	-2	-2	-12
59	.	.	0
